Assay outcomes deposited in PubChem by The Scripps Research Institute Molecular Screening Center.
GSTO1 inh = blocks human GSTO1 in RBBP9 counter-screen | P78417 | recombinant GSTO1, activity-based probe fluorescence polarization | inhibition, % at 5.96 µM | 1.1% of 300,000 active | AID 1974;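 active means inhibition above the campaign mean inhibition plus 3 SD, cut at about 35% in these data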;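 further: 0% = GSTO1-1 with DMSO and 100% = wells lacking GSTO1-1 enzyme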
LYPLA1 inh = blocks human lysophospholipase 1, a PME1 counter-screen; O75608; recombinant LYPLA1, FP-Rh probe fluorescence polarization; inhibition, % at 5.9 µM; 0.16% of 320,000 active; AID 2174;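 active means inhibition above the mean of all tested compounds plus 3 SD, set per campaign, cut at about 14% in these data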;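 further: inhibitors block serine hydrolase probe labeling of LYPLA1 so polarization falls; 0% = enzyme with DMSO and 100% = wells lacking LYPLA1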
Target sequence (O75608 whole entry, looked up): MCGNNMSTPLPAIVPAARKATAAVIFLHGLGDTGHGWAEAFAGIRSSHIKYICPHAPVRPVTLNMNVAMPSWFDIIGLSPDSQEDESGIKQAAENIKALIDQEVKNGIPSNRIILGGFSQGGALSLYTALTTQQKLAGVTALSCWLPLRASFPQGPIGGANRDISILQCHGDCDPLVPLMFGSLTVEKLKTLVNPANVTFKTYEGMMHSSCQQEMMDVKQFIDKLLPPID
PREPL inhibitor = human PREPL enzyme inhibition. Q4J6C6. recombinant PREPL, fluorescence polarization activity-based probe. inhibition, % at 5.96 µM. 0.68% of 320,000 active. AID 2751; in the data active means inhibition above about 43%;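 further: 0% = enzyme with DMSO and 100% = wells lacking enzyme; many of its hits are not listed in these tables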
Target sequence (Q4J6C6 whole entry, looked up): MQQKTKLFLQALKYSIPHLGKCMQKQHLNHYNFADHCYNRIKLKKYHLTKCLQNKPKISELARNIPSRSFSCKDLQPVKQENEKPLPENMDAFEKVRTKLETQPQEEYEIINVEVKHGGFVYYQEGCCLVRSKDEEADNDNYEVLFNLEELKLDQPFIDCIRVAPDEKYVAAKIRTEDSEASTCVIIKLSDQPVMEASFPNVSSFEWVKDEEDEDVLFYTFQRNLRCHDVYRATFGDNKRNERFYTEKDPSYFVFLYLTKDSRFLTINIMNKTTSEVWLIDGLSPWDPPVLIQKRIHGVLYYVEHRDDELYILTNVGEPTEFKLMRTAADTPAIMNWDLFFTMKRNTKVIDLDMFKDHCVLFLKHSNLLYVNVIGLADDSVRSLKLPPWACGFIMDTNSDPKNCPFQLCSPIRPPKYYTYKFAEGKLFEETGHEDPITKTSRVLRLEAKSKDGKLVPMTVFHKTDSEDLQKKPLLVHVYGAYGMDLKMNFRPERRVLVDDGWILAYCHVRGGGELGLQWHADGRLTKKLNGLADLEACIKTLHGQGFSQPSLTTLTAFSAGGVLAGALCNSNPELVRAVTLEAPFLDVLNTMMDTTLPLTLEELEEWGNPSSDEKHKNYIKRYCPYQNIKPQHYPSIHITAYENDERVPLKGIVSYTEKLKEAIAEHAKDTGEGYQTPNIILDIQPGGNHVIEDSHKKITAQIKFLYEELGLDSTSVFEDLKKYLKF
LYPLA2 counter = blocks human lysophospholipase 2, a PME1 counter-screen; O95372; recombinant LYPLA2, FP-Rh probe fluorescence polarization; inhibition, % at 5.9 µM; 0.38% of 320,000 active;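 active means inhibition above the screen-wide mean plus 3 SD, limit set per campaign, cut at about 26% in these data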;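 further: 0% = LYPLA2 with DMSO and 100% = wells lacking LYPLA2 enzyme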
pPAFAH FP inh = inhibitors of human plasma PAF acetylhydrolase (pPAFAH). Q13093. inhibition, % at 3.39 µM. AID 463082. 1.5% of 330,000 active. recombinant pPAFAH, FP-rhodamine probe fluorescence polarization;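 active means inhibition above the mean inhibition across the screen plus 3 SD, cut at about 25% in these data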;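 further: inhibitors block binding of the rhodamine activity-based probe so polarization drops; 0% = enzyme with DMSO and 100% = wells lacking pPAFAH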
PME-1 primary = PME-1 (human) inhibition | Q9Y570 | recombinant PME-1, FP-Rh probe fluorescence polarization | inhibition, % at 5.9 µM | 0.53% of 320,000 active | AID 2130;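 active means inhibition above the campaign mean of all compounds plus 3 SD, cut at about 26% in these data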;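 further: competitive labeling of PME-1 active site by serine hydrolase directed probe; 0% = PME-1 with DMSO and 100% = wells lacking PME-1 enzyme; inhibitors block probe labeling so polarization falls and inhibition rises; many of its hits are not listed in these tables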
PAD4 inh = blocks human protein arginine deiminase 4 | AID 485272 | 0.41% of 330,000 active | inhibition, % at 6.36 µM | Q9UM07 | recombinant PAD4, RCA probe fluorescence polarization;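 active means percent inhibition above a cutoff equal to the mean of all tested compounds plus 3 SD, cut at about 15% in these data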;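 further: 0% = PAD4 with RCA probe and DMSO and 100% = probe without PAD4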
PAFAH1B3 inh = inhibitors of human PAFAH1B3 | Q15102 | recombinant PAFAH1B3, FP-rhodamine probe, fluorescence polarization | inhibition, % at 3.39 µM | 0.28% of 340,000 active;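 active means inhibition above the screen-wide average of all tested compounds plus 3 SD, cut at about 25% in these data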;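 further: 0% = enzyme with DMSO only and 100% = wells lacking PAFAH1B3 protein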
PAFAH1B2 FP inh = inhibitors of human PAFAH1B2; recombinant PAFAH1B2, FP-rhodamine activity probe, fluorescence polarization; 1.2% of 340,000 active; inhibition, % at 3.39 µM;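 active means inhibition above the mean of all tested compounds plus 3 SD, cut at about 24% in these data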;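 further: 0% = enzyme with DMSO and 100% = wells lacking PAFAH1B2; many of its hits are not listed in these tables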
Active calls of the source: *; . = not tested or not shown.

smiles | PAD4 inh | PREPL inhibitor | LYPLA2 counter | GSTO1 inh | pPAFAH FP inh | PME-1 primary | LYPLA1 inh | PAFAH1B3 inh | PAFAH1B2 FP inh
CCCCOc1ccc(S(=O)(=O)Nc2cc(OC)ccc2OC)cc1 | 2 | 19 | 0 | -2 | 5 | 1 | -1 | 5 | 3
Cc1cc(C)c(S(C)(=O)=O)c(S(=O)c2ccc(Cl)cc2)n1 (centres undefined) | -2 | -2 | 3 | 0 | 4 | -5 | 4 | 5 | -1
COC(=O)c1cc(S(=O)(=O)N2CCOCC2)c(Cl)cc1N1CCOCC1 | -4 | 2 | 1 | 2 | 4 | -1 | 0 | 2 | 0
Cc1ccc(C)c(Cn2ncc3ccccc32)c1 | 6 | 7 | 0 | 7 | 6 | -1 | 2 | 8 | 4
c1cc(Nc2ncnc3sccc23)cc(-c2nnc3n2CCCCC3)c1 | -7 | 10 | 9 | -4 | 0 | -3 | -2 | -3 | 1
CC(=O)c1cc2c(cc1NC(=O)c1ccc(C)cc1)OCO2 | 3 | 7 | 10 | 13 | 4 | -3 | 1 | . | .
CCOC(=O)c1sc(NC(=O)CCN2C(=O)c3cccc([N+](=O)[O-])c3C2=O)c(C(=O)OCC)c1C | -6 | -1 | -4 | -6 | -5 | -10 | -5 | 5 | 2
COc1cc(O)c(C(CCN2CCCC2)c2ccc3c(c2)OCO3)c(OC)c1 (centres undefined) | 3 | 31 | 2 | 5 | -5 | 5 | 4 | 1 | 9
COc1ccc(-c2noc(CSc3nc(N)cc(=O)[nH]3)n2)cc1 | -2 | -13 | 3 | -5 | -1 | 2 | -1 | 7 | -1
COc1ccc(OCCCC(=O)Nc2cccc([N+](=O)[O-])c2)cc1 | 2 | 4 | 3 | 2 | 1 | 1 | -2 | 2 | 3
Cc1nn(Cc2ccccc2)c2c1C(c1ccc(Cl)cc1)C(C#N)=C(N)O2 (centres undefined) | -3 | 11 | -3 | 19 | 1 | 1 | -2 | 0 | -2
Cc1cccc(C(=O)Nc2sc3c(c2C(=O)O)CCCC3)c1 | 0 | 12 | -1 | -40 | 12 | -3 | -1 | 7 | 18

Next section.
smiles | PAD4 inh | PREPL inhibitor | LYPLA2 counter | GSTO1 inh | pPAFAH FP inh | PME-1 primary | LYPLA1 inh | PAFAH1B3 inh | PAFAH1B2 FP inh
Cn1cnc([N+](=O)[O-])c1NC(C)(C)C | -3 | -2 | 5 | 0 | 1 | 3 | 1 | 0 | -2
COC(=O)c1cc(C(=O)OCC(=O)NC(=O)c2ccccc2)cc([N+](=O)[O-])c1 | -2 | 1 | 6 | 11 | 5 | -2 | 0 | 1 | 0
CCn1nnnc1-c1ccc(OC)c(S(=O)(=O)NCCc2ccccc2)c1 | 0 | 1 | 3 | 3 | -2 | -1 | 0 | 6 | 9
CC(=O)c1ccc(N2CCN(C(=O)c3n[nH]c4ccccc34)CC2)cc1 | -3 | 20 | 4 | 14 | 2 | 1 | 3 | 2 | 4
CCn1c(CNc2ccc(F)cc2)nnc1SCC(=O)Nc1ccc(OC)cc1 | 6 | 8 | -6 | -1 | 4 | -1 | -1 | 2 | 1
CC(=O)N(CCCCl)C(C#N)c1ccccc1 (centres undefined) | 6 | -1 | -3 | 30 | -4 | -4 | -4 | 6 | -1
CCCn1c(SCC(=O)N(C)C2CCS(=O)(=O)C2)nc2sc3c(c2c1=O)CCC3 (centres undefined) | 3 | 7 | . | . | 2 | . | . | 13 | 8
Cc1nc2ccccc2c(=O)n1NC(=O)C1CC1C (centres undefined) | 1 | 10 | 1 | 8 | 0 | -1 | 0 | -1 | 1
Cc1cc(C)n(-c2ccc(C)c(Cl)c2)n1 | -8 | -1 | -1 | -1 | 3 | 1 | 0 | 8 | 4
OCCCNC(=S)Nc1ccc2nccnc2c1 | -9 | 6 | -3 | 5 | -4 | 3 | 0 | 11 | 0
COc1ccc(NC(=O)NCc2ccncc2)cc1 | -1 | 3 | 8 | -4 | -6 | -3 | 2 | 5 | 3
O=C(NCc1ccc(F)cc1)C1CCCN(c2nc3ccsc3c(=O)s2)C1 (centres undefined) | 3 | -6 | 4 | 4 | -1 | 5 | 2 | -1 | 1

Other results:
smiles | PAD4 inh | PREPL inhibitor | LYPLA2 counter | GSTO1 inh | pPAFAH FP inh | PME-1 primary | LYPLA1 inh | PAFAH1B3 inh | PAFAH1B2 FP inh
COc1ccc(S(=O)(=O)CCC(=O)N2CCN(c3ccc(F)cc3)CC2)cc1 | -3 | -10 | 0 | 3 | 0 | -4 | -3 | 12 | 2
Cc1cccc(S(=O)Cc2ccc(C(=O)NC3CCN(Cc4ccccc4)CC3)o2)c1 (centres undefined) | 4 | 10 | 0 | 9 | 3 | 0 | 3 | 5 | 4
Cc1cc(C(=O)N2CCCC(C(=O)c3ccc4ccccc4c3)C2)nn1C (centres undefined) | 1 | 36 | 2 | 8 | 8 | 3 | 2 | 1 | 4
COc1ccc(N2CCN(c3ccc(NC(=O)C4CCCCC4)cc3C#N)CC2)cc1 | 1 | 3 | 4 | -1 | 5 | 7 | 1 | -3 | 6
O=C(NCc1cccc(F)c1)c1noc2c1CCCC2 | -2 | -1 | 0 | 0 | 3 | 1 | -2 | 3 | 4
O=C(CCCc1c[nH]c2ccccc12)NCc1ccccc1C(F)(F)F | 0 | -10 | 2 | 1 | 7 | 1 | 1 | 11 | 5
Cc1cc(C(=O)OC(C)C(=O)NC2CCCCC2)c(C)o1 (centres undefined) | -2 | -1 | 0 | . | 0 | -2 | 3 | 4 | 1
O=C(NCc1cccs1)c1csc2c1CCCCC2 | 2 | -4 | 9 | 3 | 1 | 2 | 4 | -1 | -7
O=C1N[C@H]2CC=C[C@H]2N(Cc2cccs2)c2ccccc21 | -4 | . | . | . | 3 | . | . | 3 | 1
CCOC(=O)C1=C(COC(=O)CCc2ccccc2)NC(=O)NC1C (centres undefined) | -7 | -17 | -1 | . | 3 | 6 | 1 | 9 | 12
Cc1c(C(=O)Nc2ccc(F)cc2)oc2ccc(S(=O)(=O)N3CCCC3)cc12 | 3 | -5 | -7 | -12 | 2 | 6 | -8 | -1 | -3
COc1ccc(C)cc1C(=O)C1CC(C(=O)O)C(C)(C)C1C (centres undefined) | 2 | 2 | -8 | 3 | 2 | -5 | -1 | -1 | 2

Next part
smiles | PAD4 inh | PREPL inhibitor | LYPLA2 counter | GSTO1 inh | pPAFAH FP inh | PME-1 primary | LYPLA1 inh | PAFAH1B3 inh | PAFAH1B2 FP inh
COc1ccc(/C=C2\SC(=S)N(c3cccnc3)C2=O)cc1 | 2 | -1 | -1 | 4 | 5 | 4 | 2 | 8 | -1
COc1ccc(CNc2oc(Cc3cccc4ccccc34)nc2C#N)cc1 | 0 | -16 | -15 | -1 | 2 | -8 | -14 | -5 | 9
NC(=O)c1ccc(NC(=O)CSc2nnc(-c3cccnc3)n2Cc2ccco2)cc1 | 0 | 0 | -2 | 0 | 3 | -2 | 1 | 10 | -4
CSc1ccc(CN(C)C(=O)CNC(=O)c2ccc3c(c2)OCO3)cc1 | 2 | -1 | 0 | -2 | -1 | -3 | 1 | 5 | 2
CCN(CC)S(=O)(=O)c1ccc(N2CCOCC2)c(NC(=O)COc2ccc(Cl)cc2)c1 | 0 | 7 | 16 | 8 | 5 | 1 | 3 | 0 | 3
CN(C(=O)c1ccc(NC(=O)Cc2cccc(NC(=O)C3CCN(C(=O)C4CC4)CC3)c2)cc1)C1CCCC1 | -3 | 0 | -2 | . | 0 | 8 | -2 | 1 | 4
COC(=O)/C(C#N)=C1/C=Cc2ccccc2N1 | 0 | 3 | 4 | 0 | 4 | 1 | -2 | -7 | -4
CC(C)CCC(=O)N1CCC(N2CCC(C(=O)NCc3ccccn3)CC2)CC1 | -4 | 5 | 6 | 3 | 4 | 3 | -2 | 0 | -3
Cc1ccc(C)c(S(=O)(=O)NCCC(=O)N2CCCC(C(N)=O)C2)c1 (centres undefined) | -2 | 2 | -3 | . | 2 | 5 | 0 | 3 | 9
CC1CN(C(=O)CCC(=O)NC2CCCCC2)c2ccccc2S1 (centres undefined) | 2 | 1 | 1 | 3 | -1 | -2 | 2 | 3 | 8
O=C(OCCN1CCOCC1)c1ccc2c(c1)OCCO2 | -1 | 1 | 5 | 3 | 3 | -2 | 3 | 3 | 5
Cc1ccc(S(=O)(=O)n2ccnc2)cc1C | -4 | 3 | 6 | 5 | 3 | -4 | 1 | -4 | -6

The results go on:
smiles | PAD4 inh | PREPL inhibitor | LYPLA2 counter | GSTO1 inh | pPAFAH FP inh | PME-1 primary | LYPLA1 inh | PAFAH1B3 inh | PAFAH1B2 FP inh
O=C(C1=C(O)C(=O)N(Cc2ccco2)C1c1cccc([N+](=O)[O-])c1)c1ccco1 (centres undefined) | 2 | 1 | -2 | -7 | -6 | -2 | 0 | 6 | 3
CCC(CC)C(=O)Nc1cc(Cl)ccc1C | 3 | 4 | 2 | 6 | -1 | -3 | 1 | . | .
CC(=O)c1ccc(N(CC(=O)NC2CCCCC2)C(=O)CNC(=O)c2ccco2)cc1 | -8 | 2 | -1 | -2 | 2 | -4 | -2 | 7 | 0
Cc1ccc(NC(=O)CSc2ccc(C(N)=O)cc2[N+](=O)[O-])cc1C | -3 | 21 | 3 | -2 | 1 | 5 | 1 | 2 | 0
Cc1cccc(OC(C)C(=O)NCc2ccc(S(N)(=O)=O)cc2)c1 (centres undefined) | 3 | 9 | 5 | -5 | 4 | 0 | 0 | -4 | -2
CCOc1cccc(-c2nn3c(-c4ccccn4)nnc3s2)c1 | 3 | 4 | 2 | -1 | 6 | -4 | 0 | 2 | -1
CCCCOc1cccc(C(=O)Nc2ccccc2N2CCCC2)c1 | 0 | 1 | 9 | 2 | 9 | 1 | -1 | 10 | 6
COC(=O)c1sccc1S(=O)(=O)NCc1ccc(S(N)(=O)=O)cc1 | 0 | 2 | -6 | 1 | -2 | 5 | -4 | 10 | -5
Cc1cc(C)c(NC(=O)CSc2nc3ccc(N4C(=O)c5ccccc5C4=O)cc3s2)c(C)c1 | 0 | -6 | 2 | 0 | -1 | 7 | -1 | 2 | 4
COC(=O)c1ccccc1NC(=O)CN(Cc1ccc(Cl)cc1)S(C)(=O)=O | -1 | -2 | 2 | 4 | 0 | 8 | 0 | 7 | 7
Cc1ccccc1-c1cc(C(=O)NCc2ccc(OC(F)(F)F)cc2)n(CC2CC(c3cccnc3)=NO2)n1 (centres undefined) | -3 | 2 | . | . | 4 | . | . | -9 | -2
COc1cc(C(=O)Oc2cccc(C=O)c2)cc(OC)c1OC | 0 | 5 | 5 | 0 | 4 | -2 | -5 | -3 | 2

New compounds follow
smiles | PAD4 inh | PREPL inhibitor | LYPLA2 counter | GSTO1 inh | pPAFAH FP inh | PME-1 primary | LYPLA1 inh | PAFAH1B3 inh | PAFAH1B2 FP inh
Cn1c(SCC(=O)NC2CCCCC2)nnc1-c1ccc(N)cc1 | 3 | -3 | 5 | -1 | 2 | 5 | 0 | 6 | 0
CC(C)Oc1cccc(C(=O)C2CCCN(C(=O)c3cc(C4CC4)[nH]n3)C2)c1 (centres undefined) | -4 | 6 | 0 | 8 | 4 | 0 | 3 | 6 | 7
COc1ccc(C(C)=O)cc1COC(=O)c1ccc(S(=O)(=O)N2CCOCC2)cc1 | -3 | -4 | 11 | 1 | 8 | 2 | 9 | 8 | 1
O=C(Nc1nc2c(s1)CCCC2)c1cc(-c2ccc3c(c2)OCO3)nc2ccccc12 | -3 | 21 | 4 | -4 | 1 | 3 | 7 | . | .
CC1(C)Cc2cccc(OCC(=O)Nc3cc(C(F)(F)F)ccc3N3CCOCC3)c2O1 | -2 | -2 | -3 | 4 | 6 | 4 | 0 | 1 | 2

This is a subset (hit frequency here may not be typical).
